PLC-beta3 inh – inhibitors of human phospholipase C beta3; inhibition, % at 12.2 µM; 0.18% of 370,000 active; Q01970; Purified PLC-beta3, fluorogenic substrate, fluorescence; AID 720704; in the data active = inhibition above about 11%;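 note: 0% = median of compound wells on plate and 100% = full blocker control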
ssDAF-12 act – activates DAF-12 receptor from parasite S. stercoralis | HEK293 ssDAF-12/GRIP1 lit1-tk-luc reporter, luminescence; % of 3 µM dafachronic acid response | activation, % at 6.8 µM | 1% of 370,000 active | AID 652126;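 active = activation above the mean over all tested compounds plus 3 SD, cut at about 0.9% in these data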;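 note: 0% = DMSO-only wells and 100% = 3 µM delta7-dafachronic acid wells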
ADAM17 inh – ADAM17 inhibition, QFRET primary screen | P78536 | recombinant ADAM17, EDANS/DABCYL FRET peptide cleavage | inhibition, % at 6.95 µM | 0.83% of 370,000 active | AID 720648;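 active = inhibition above the mean of compounds lying between control limits plus 3 SD, set per campaign, cut at about 8.5% in these data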;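 note: 0% = DMSO-only wells as the low control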
sPLA2-III inh – Inhibits HGIII-sPLA2 liposome hydrolysis, primary screen | QFRET BODIPY PC-A2 liposome hydrolysis, fluorescence | inhibition, % at 12.2 µM | 0.56% of 370,000 active | AID 743126;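 active = inhibition above mean plus 3 SD of compounds lying within the high and low control bounds, cut at about 19% in these data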;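 note: 0% = median of test compound wells and 100% = no enzyme DMSO wells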
ADAM10 inh – inhibits human ADAM10; O14672; recombinant ADAM10, EDANS/DABCYL FRET peptide cleavage, 3 h; inhibition, % at 7 µM; 0.62% of 370,000 active;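 active = inhibition above a per-campaign cutoff equal to the mean of compounds falling between control-based bounds plus 3 SD, cut at about 20% in these data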;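 note: 0% = DMSO wells while the 100% control is not disclosed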
DAX1 inh-1 – NR0B1 (DAX1) inhibition. 0.99% of 340,000 active. P51843. HEK293 Gal4-DAX1 luciferase reporter, luminescence. inhibition, % at 6.75 µM. AID 504766;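 active = inhibition above the mean over all tested compounds plus 3 SD, cut at about 4.2% in these data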;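 note: 0% = DAX1-transfected cells with DMSO and 100% = empty-vector control cells with DMSO; inhibition shows as a rise in luminescence from relieved DAX1 repression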
PLC-gamma1 inh – inhibitors of human phospholipase C gamma1; inhibition, % at 12.2 µM; purified PLC-gamma1, fluorogenic substrate, fluorescence; 0.84% of 370,000 active; P19174; in the data active = inhibition above about 9.5%
Target sequence (P19174 whole entry, looked up): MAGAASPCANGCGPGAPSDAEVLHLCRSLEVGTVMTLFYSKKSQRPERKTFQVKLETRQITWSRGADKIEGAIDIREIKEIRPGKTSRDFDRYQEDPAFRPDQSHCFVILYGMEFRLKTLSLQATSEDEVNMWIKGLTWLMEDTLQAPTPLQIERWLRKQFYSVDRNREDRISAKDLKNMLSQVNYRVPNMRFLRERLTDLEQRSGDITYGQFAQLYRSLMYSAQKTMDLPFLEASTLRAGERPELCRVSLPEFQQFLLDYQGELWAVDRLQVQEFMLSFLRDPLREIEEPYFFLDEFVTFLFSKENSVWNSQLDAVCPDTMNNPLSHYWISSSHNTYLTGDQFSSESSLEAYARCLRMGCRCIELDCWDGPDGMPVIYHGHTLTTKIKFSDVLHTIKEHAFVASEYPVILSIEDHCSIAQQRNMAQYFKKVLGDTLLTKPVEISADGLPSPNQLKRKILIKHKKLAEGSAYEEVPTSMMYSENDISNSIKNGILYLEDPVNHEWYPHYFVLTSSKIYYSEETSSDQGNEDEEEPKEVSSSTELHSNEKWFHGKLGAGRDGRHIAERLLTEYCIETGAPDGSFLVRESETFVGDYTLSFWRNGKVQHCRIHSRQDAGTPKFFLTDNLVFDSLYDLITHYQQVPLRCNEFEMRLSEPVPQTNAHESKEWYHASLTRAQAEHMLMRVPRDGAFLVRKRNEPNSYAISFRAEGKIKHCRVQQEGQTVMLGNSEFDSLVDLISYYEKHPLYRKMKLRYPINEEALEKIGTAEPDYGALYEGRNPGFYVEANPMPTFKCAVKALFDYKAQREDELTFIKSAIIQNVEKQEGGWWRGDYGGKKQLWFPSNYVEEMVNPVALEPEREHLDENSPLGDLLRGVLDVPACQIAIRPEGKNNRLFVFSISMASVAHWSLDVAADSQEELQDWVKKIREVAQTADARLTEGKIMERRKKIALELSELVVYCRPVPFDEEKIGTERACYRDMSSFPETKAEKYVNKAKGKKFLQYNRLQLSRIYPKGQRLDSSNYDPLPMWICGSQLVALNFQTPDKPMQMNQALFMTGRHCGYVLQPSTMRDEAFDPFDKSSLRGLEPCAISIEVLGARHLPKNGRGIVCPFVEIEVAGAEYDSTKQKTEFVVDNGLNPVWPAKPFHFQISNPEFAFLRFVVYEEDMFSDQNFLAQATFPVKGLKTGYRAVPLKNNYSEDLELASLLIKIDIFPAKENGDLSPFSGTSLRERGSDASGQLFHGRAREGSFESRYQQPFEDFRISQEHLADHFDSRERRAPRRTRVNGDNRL
FXN GAA850 act – frataxin GAA850 promoter activation. activation, % at 6 µM. HEK293 lucGAA850 FXN promoter luciferase reporter, 24 h; percent of 10 µM SAHA response. 0.56% of 360,000 active;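 active = activation above the average of all compounds screened plus 3 SD, cutoff fixed separately per campaign, cut at about 7.5% in these data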;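 note: 0% = DMSO wells and 100% = 10 µM SAHA wells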
hgDAF12 agonist – agonists of H. glycines DAF-12 nuclear receptor; HEK293 GAL4-hgDAF12 UAS-luciferase reporter, agonist luminescence; normalized to butyrate control; activation, % at 6.8 µM; 1.8% of 370,000 active; AID 687014;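 active = activation above a cutoff set at the mean of all screened compounds plus 3 SD, cut at about 10% in these data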;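 note: 0% = DMSO wells and 100% = sodium butyrate wells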
hcDAF-12 act – activators of H. contortus DAF-12 nuclear receptor; 1.4% of 370,000 active; activation, % at 6.8 µM; HEK293 hcDAF-12 lit1-tk-luc reporter, luminescence; 0% DMSO, 100% Δ7-dafachronic acid; AID 652067;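 active = activation above the mean of all tested compounds plus 3 SD, cut at about 5.5% in these data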;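 note: 100% = response to 3 µM Δ7-dafachronic acid high control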
DAX1 inh-2 – blocks DAX1 repression of SF-1 activated StAR promoter. HEK293T StAR-luciferase reporter, SF-1/DAX-1 repression relief. 1.1% of 370,000 active. AID 652010. inhibition, % at 6.8 µM;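 active = inhibition above the mean over all tested compounds plus 3 SD, cut at about 3.6% in these data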;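 note: 0% = DAX-1 cells with DMSO and 100% = cells lacking DAX-1 with DMSO; higher inhibition means more luminescence from relief of DAX-1 repression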
* = called active by the depositor.

What do the screens show for `N#Cc1ccccc1S(=O)(=O)N1CCN(CC(O)COc2ccccc2F)CC1` (stereo not given)?
PLC-beta3 inh: 4.4; ssDAF-12 act: -1.5; ADAM17 inh: -3.8; sPLA2-III inh: -5.1; ADAM10 inh: -6.5; DAX1 inh-1: -0.7; PLC-gamma1 inh: 2.4; FXN GAA850 act: -0.5; hgDAF12 agonist: 1.9; hcDAF-12 act: -0.8; DAX1 inh-2: -0.4

What do the screens show for `O=C(O)CC/C(=N\NC(=O)c1ccccc1)c1cccs1`?
PLC-beta3 inh: -4.7; ssDAF-12 act: -0.8; ADAM17 inh: -1.3; sPLA2-III inh: 2.5; ADAM10 inh: 5.9; DAX1 inh-1: 1.6; PLC-gamma1 inh: -0.1; FXN GAA850 act: 6.4; hgDAF12 agonist: 10.7*; hcDAF-12 act: -0.3; DAX1 inh-2: 1.4

How did COc1ccc(-n2cnnc2SCC(=O)N2CCN(S(=O)(=O)c3ccccc3)CC2)cc1 do in these assays?
PLC-beta3 inh: 3.1; ssDAF-12 act: -1.4; ADAM17 inh: 3.7; sPLA2-III inh: -5.0; ADAM10 inh: 0.3; DAX1 inh-1: -1.1; PLC-gamma1 inh: 3.4; FXN GAA850 act: 1.0; hgDAF12 agonist: -2.3; hcDAF-12 act: -0.5; DAX1 inh-2: -0.3

How did COc1ccc(N2CCN(C(=O)CSc3nnc(CNc4ccccc4)o3)CC2)cc1 do in these assays?
PLC-beta3 inh: 6.0; ssDAF-12 act: -1.7; ADAM17 inh: -0.9; sPLA2-III inh: -2.7; ADAM10 inh: -0.6; DAX1 inh-1: -1.3; PLC-gamma1 inh: -0.6; FXN GAA850 act: -1.0; hgDAF12 agonist: -3.3; hcDAF-12 act: -1.6; DAX1 inh-2: -1.7

How did NS(=O)(=O)c1ccc(N/N=C/c2ccccc2C(=O)O)c([N+](=O)[O-])c1 do in these assays?
PLC-beta3 inh: 6.7; ssDAF-12 act: -1.1; ADAM17 inh: 2.1; sPLA2-III inh: 3.4; ADAM10 inh: 3.7; DAX1 inh-1: 0.2; PLC-gamma1 inh: 4.7; FXN GAA850 act: 1.9; hgDAF12 agonist: -0.5; hcDAF-12 act: -0.9; DAX1 inh-2: 0.2

How did CCSc1nc(N)c(C#N)c(-c2ccco2)c1C#N do in these assays?
PLC-beta3 inh: -84.2; ssDAF-12 act: -1.5; ADAM17 inh: -12.1; sPLA2-III inh: -19.3; ADAM10 inh: -51.6; DAX1 inh-1: -1.1; PLC-gamma1 inh: -74.9; FXN GAA850 act: 7.4; hgDAF12 agonist: -0.5; hcDAF-12 act: -2.5; DAX1 inh-2: -0.4

What do the screens show for `CC(=O)c1sccc1NC(=O)CC(C)(C)CC(=O)O`?
PLC-beta3 inh: -5.5; ssDAF-12 act: -1.3; ADAM17 inh: 3.2; sPLA2-III inh: 9.2; ADAM10 inh: 2.2; PLC-gamma1 inh: 7.8; FXN GAA850 act: -0.1; hgDAF12 agonist: 0.7; hcDAF-12 act: -0.6; DAX1 inh-2: -0.2

What do the screens show for `Cc1ccc(S(=O)(=O)N[C@H](C(=O)OCC(=O)NC(=O)NCc2ccco2)C(C)C)cc1`?
PLC-beta3 inh: -0.3; ssDAF-12 act: -1.0; ADAM17 inh: 4.0; sPLA2-III inh: -13.2; ADAM10 inh: -1.6; DAX1 inh-1: -0.6; PLC-gamma1 inh: 2.7; FXN GAA850 act: -2.5; hgDAF12 agonist: 0.1; hcDAF-12 act: -0.9; DAX1 inh-2: 0.4

Results for Fc1ccccc1/C=N/Nc1ncnc2nc[nH]c12 ?
PLC-beta3 inh: 6.2; ssDAF-12 act: -0.8; ADAM17 inh: 3.1; sPLA2-III inh: 10.4; ADAM10 inh: 3.4; DAX1 inh-1: 2.4; PLC-gamma1 inh: 9.8*; FXN GAA850 act: 11.1*; hgDAF12 agonist: 1.0; hcDAF-12 act: -0.7; DAX1 inh-2: 3.8*

What do the screens show for `CCOc1ccccc1C(=O)Nc1ccc2nc(C)[nH]c(=O)c2c1`?
PLC-beta3 inh: -4.7; ssDAF-12 act: -1.0; ADAM17 inh: -3.9; sPLA2-III inh: 5.5; ADAM10 inh: -19.7; PLC-gamma1 inh: -1.5; hgDAF12 agonist: 1.8; hcDAF-12 act: -2.0; DAX1 inh-2: -1.1

Results for Cc1ccc(CNc2nc3cc(-c4ccccc4)sc3c(=O)n2C)c(C)c1 ?
PLC-beta3 inh: 7.1; ssDAF-12 act: -1.2; ADAM17 inh: 7.1; sPLA2-III inh: 5.7; ADAM10 inh: -7.8; PLC-gamma1 inh: 4.6; FXN GAA850 act: 0.9; hgDAF12 agonist: 1.4; hcDAF-12 act: -0.5; DAX1 inh-2: 0.4

How did CC(C)(C)C(=O)Nc1nnc(Cc2ccccc2)s1 do in these assays?
PLC-beta3 inh: 1.5; ssDAF-12 act: -1.7; ADAM17 inh: -0.3; sPLA2-III inh: -7.7; ADAM10 inh: 4.3; DAX1 inh-1: 0.8; PLC-gamma1 inh: 0.8; FXN GAA850 act: 2.7; hgDAF12 agonist: 1.6; hcDAF-12 act: -1.8; DAX1 inh-2: -1.0

How did CCNC(=S)N1CCN(c2nc(-c3ccc(F)cc3)cs2)CC1 do in these assays?
PLC-beta3 inh: -4.5; ssDAF-12 act: -2.0; ADAM17 inh: 2.4; sPLA2-III inh: 13.8; ADAM10 inh: 3.1; DAX1 inh-1: -3.6; PLC-gamma1 inh: -0.3; FXN GAA850 act: 0.0; hgDAF12 agonist: -3.2; hcDAF-12 act: -3.8; DAX1 inh-2: -0.9

How did O=C(NCC(=O)N1CCC2(CC1)NCCc1[nH]cnc12)c1ccc2ccccc2c1 do in these assays?
PLC-beta3 inh: -6.2; ssDAF-12 act: 0.0; ADAM17 inh: 2.1; sPLA2-III inh: 1.6; ADAM10 inh: 10.9; DAX1 inh-1: 1.1; PLC-gamma1 inh: 8.8; FXN GAA850 act: 1.5; hgDAF12 agonist: 0.3; hcDAF-12 act: -0.9; DAX1 inh-2: 0.0

How did O=C(N/N=C/c1cccnc1)c1ccc(O)cc1 do in these assays?
PLC-beta3 inh: -1.9; ssDAF-12 act: -0.6; ADAM17 inh: -0.5; sPLA2-III inh: -2.4; ADAM10 inh: 1.4; DAX1 inh-1: 0.7; PLC-gamma1 inh: 4.0; FXN GAA850 act: 4.0; hgDAF12 agonist: 2.2; hcDAF-12 act: 0.1; DAX1 inh-2: -0.1

Results for Cc1ccc2nc(CN(C)C(=O)[C@H]3O[C@@H](n4ccc(N)nc4=O)[C@H](O)[C@@H]3O)[nH]c2c1 ?
PLC-beta3 inh: 2.5; ssDAF-12 act: -1.5; ADAM17 inh: -0.1; sPLA2-III inh: 2.1; ADAM10 inh: -9.4; PLC-gamma1 inh: -1.8; hgDAF12 agonist: -1.3; hcDAF-12 act: 0.1; DAX1 inh-2: -0.4

How did Nc1nc(SCc2ccccc2)n[nH]1 do in these assays?
PLC-beta3 inh: 0.4; ssDAF-12 act: -1.0; ADAM17 inh: -1.4; sPLA2-III inh: -0.9; ADAM10 inh: 4.1; DAX1 inh-1: 1.7; PLC-gamma1 inh: 4.1; FXN GAA850 act: 1.3; hgDAF12 agonist: -0.8; hcDAF-12 act: 0.0; DAX1 inh-2: 0.2

How did O=C(Cc1ccccc1F)c1ccc(O)cc1O do in these assays?
PLC-beta3 inh: -37.3; ssDAF-12 act: -1.2; ADAM17 inh: -2.3; sPLA2-III inh: -18.0; ADAM10 inh: 16.4; PLC-gamma1 inh: -31.9; FXN GAA850 act: 3.3; hgDAF12 agonist: 3.7; hcDAF-12 act: 0.6; DAX1 inh-2: 0.3

How did Cc1[nH]c(=O)[nH]c(=O)c1S(=O)(=O)N1CCC(C(=O)NC(C)c2ccccc2)CC1 (stereo not given) do in these assays?
PLC-beta3 inh: 4.1; ssDAF-12 act: -1.5; ADAM17 inh: 0.2; sPLA2-III inh: -3.1; ADAM10 inh: 0.3; DAX1 inh-1: 1.5; PLC-gamma1 inh: 3.7; FXN GAA850 act: -1.0; hgDAF12 agonist: 4.2; hcDAF-12 act: -0.8; DAX1 inh-2: 0.0

How did O=C(c1ccc2nc(Cc3ccccc3F)oc2c1)N1CCCC1 do in these assays?
PLC-beta3 inh: -5.4; ssDAF-12 act: -0.2; ADAM17 inh: -4.1; sPLA2-III inh: -0.8; ADAM10 inh: -3.7; DAX1 inh-1: 1.8; PLC-gamma1 inh: 4.8; FXN GAA850 act: 4.3; hgDAF12 agonist: 15.3*; hcDAF-12 act: 4.6; DAX1 inh-2: 3.5

How did COCCNC(=O)C(c1ccc(Cl)cc1)N(Cc1ccco1)C(=O)CCC(=O)Nc1ccccn1 (stereo not given) do in these assays?
PLC-beta3 inh: -6.7; ssDAF-12 act: -0.6; ADAM17 inh: -0.2; sPLA2-III inh: -3.5; ADAM10 inh: -6.3; DAX1 inh-1: 8.8*; PLC-gamma1 inh: -0.7; FXN GAA850 act: -0.3; hgDAF12 agonist: 3.2; hcDAF-12 act: 1.7; DAX1 inh-2: -0.4

Results for COc1ccc(C(=O)O/N=C2\CCS(=O)(=O)c3sccc32)cc1 ?
PLC-beta3 inh: 2.8; ssDAF-12 act: -1.0; ADAM17 inh: -2.3; sPLA2-III inh: 8.6; ADAM10 inh: -10.9; DAX1 inh-1: 0.5; PLC-gamma1 inh: 1.4; FXN GAA850 act: -0.2; hgDAF12 agonist: -1.7; hcDAF-12 act: 0.2; DAX1 inh-2: 1.2

Results for CNc1nc(OC)nc(N(C#N)CN2C(=O)c3ccccc3S2(=O)=O)n1 ?
PLC-beta3 inh: -5.1; ssDAF-12 act: -0.9; ADAM17 inh: -6.5; sPLA2-III inh: 11.9; ADAM10 inh: -6.0; DAX1 inh-1: 0.7; PLC-gamma1 inh: 0.5; FXN GAA850 act: 1.6; hgDAF12 agonist: -3.9; hcDAF-12 act: -0.1; DAX1 inh-2: 0.2

How did CCOC(=O)c1cnc2c(-c3ccc(Cl)cc3)c(C)nn2c1N do in these assays?
PLC-beta3 inh: -10.2; ssDAF-12 act: -0.5; ADAM17 inh: -0.7; sPLA2-III inh: 3.9; ADAM10 inh: -2.8; DAX1 inh-1: -0.5; PLC-gamma1 inh: -2.4; FXN GAA850 act: -2.3; hgDAF12 agonist: -0.6; hcDAF-12 act: 1.3; DAX1 inh-2: 0.4

How did COC(=O)[C@]12C[C@H](CC(=O)NCc3ccc(C)o3)C(=O)N(CCc3ccc(OC)c(OC)c3)C1=C[C@H](COCc1ccccc1)O[C@@H]2C do in these assays?
PLC-beta3 inh: -3.0; ssDAF-12 act: -1.2; ADAM17 inh: -2.0; sPLA2-III inh: -15.1; ADAM10 inh: 3.9; PLC-gamma1 inh: 1.5; hgDAF12 agonist: -1.6; hcDAF-12 act: -1.1; DAX1 inh-2: -0.6

Source: PubChem BioAssay
